# FXN GAA850 act: increases GAA850 frataxin promoter reporter activity. HEK293 lucGAA850 FXN promoter luciferase reporter, 24 h; percent of 10 µM SAHA response. activation, % at 6 µM. 360,000 compounds, 0.56% hits;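 active = activation above the average of all compounds screened plus 3 SD, cutoff fixed separately per campaign, cut at about 7.5% in these data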;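 note: 0% = DMSO wells and 100% = 10 µM SAHA wells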
# NR0B1 inh: inhibitors of human orphan nuclear receptor DAX1 (NR0B1) | HEK293 Gal4-DAX1 luciferase reporter, luminescence | AID 504766 | 340,000 compounds, 0.99% hits | inhibition, % at 6.75 µM;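 active = inhibition above the mean over all tested compounds plus 3 SD, cut at about 4.2% in these data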;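 note: 0% = DAX1-transfected cells with DMSO and 100% = empty-vector control cells with DMSO; inhibition shows as a rise in luminescence from relieved DAX1 repression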
# Target sequence (P51843 207-470 limits assumed): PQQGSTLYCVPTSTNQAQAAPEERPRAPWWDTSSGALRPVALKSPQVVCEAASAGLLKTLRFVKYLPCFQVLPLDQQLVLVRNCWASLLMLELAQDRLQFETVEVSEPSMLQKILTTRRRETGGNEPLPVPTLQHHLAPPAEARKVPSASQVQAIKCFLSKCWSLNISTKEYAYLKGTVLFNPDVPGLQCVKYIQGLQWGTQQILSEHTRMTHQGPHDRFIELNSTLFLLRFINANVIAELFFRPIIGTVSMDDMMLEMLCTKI
# The depositor's hits bear a star. An excerpt (hit frequency here may not be typical).
# Order of results – FXN GAA850 act	NR0B1 inh
CN1CCN(Cn2cc(/C=C/C(=O)c3ccccc3)c3ccccc32)CC1
    3.7	1.8
Cc1ccc(-n2nc3c(c2NC(=O)C(C)C)CS(=O)(=O)C3)cc1
    1.1	0.3
CCN(CC)c1ccc(-c2nn3c(-c4ccccc4OC)nnc3s2)cc1
    7.0	-0.7
COc1ccc(C2/C=C\CC(NS(=O)(=O)c3ccc(C)cc3)CC(=O)N2Cc2ccccc2F)cc1 (stereo not drawn)
    1.8	-0.1
CCCCN(C(=O)c1ccc2c(c1)OCO2)c1c(N)n(CCCC)c(=O)[nH]c1=O
    -0.2	1.1
Cc1ccc(Cn2c(C3CCCN3c3nc(C)cs3)nc3cc(C(F)(F)F)ccc32)cc1 (stereo not drawn)
    -0.7	0.7
COc1ccc(N2CCN(S(=O)(=O)c3ccc(-c4cnc(C5CC5)o4)cc3)CC2)cc1
    0.8	1.4
Cc1cccc(N(CC(=O)N/N=C/c2cc([N+](=O)[O-])ccc2Cl)S(C)(=O)=O)c1C
    1.1	0.2
CCc1nc(SCC(=O)c2ccc(Cl)s2)c2oc3ccccc3c2n1
    0.7	-0.1
CCc1nn(CC(=O)NCCCN(C)C2CCCCC2)c(=O)c2cc3occc3n12
    1.2	0.8
Cc1cccc(CN2CCC(CNC(=O)C3CCCN(S(=O)(=O)c4cnc[nH]4)C3)CC2)c1 (stereo not drawn)
    1.7	2.3
CSC[C@H](NC(=O)Cc1c(C)c2cc3c(C)c(C)oc3cc2oc1=O)C(=O)N[C@@H](Cc1ccccc1)C(=O)O
    -0.9	4.2
CN(C)c1c2ccccc2nc2c(F)c(F)c(F)c(F)c12
    3.7	1.4
CCOc1ncccc1C(=O)NCc1ccc(OC)cc1
    -3.8	-0.4
COc1ccc(C2(C(=O)NCCc3ccccc3)CCCC2)cc1OC
    0.8	-0.6
Cc1ccc(C2C(C#N)=C(N)SC(N)=C2C#N)c(C)c1
    1.6	-1.0
O=C(COC(=O)c1ccc(NS(=O)(=O)c2cccs2)cc1)Nc1nc2c(F)c(F)c(F)cc2s1
    2.4	2.1
Cc1ccc(/C=C2\SC(=S)N(CCCC(=O)Nc3cccnc3)C2=O)cc1
    -14.9	-2.1
O=C(N/N=C/c1cccnc1)c1cccc(NC(=O)c2ccc(Cl)cc2)c1
    -2.0	-0.2
CCc1c(C2(O)CCCCC2)[nH]c2cc(C(F)(F)F)ccc12
    1.8	-0.8
O=C(CCl)N1N=C(c2ccco2)CC1c1cccs1 (stereo not drawn)
    -16.8	-3.5
CCOC(=O)c1ccc(-n2c(=S)sc3c(=O)[nH]c(C)nc32)cc1
    -5.0	-1.2
CC(C)(C)OC(=O)NCCCCCNC(=O)c1[nH]cnc1C(=O)N[C@@H](Cc1ccccc1)C(=O)OC(C)(C)C
    -1.1	-0.3
COc1cccc2c1C(=N)c1c(O)c3c(c(O)c1C2=O)CC(O)(C(C)=O)CC3OC1CC(N)C(O)C(C)O1 (stereo not drawn)
    -8.8	-3.6
COc1cc2c3c(n(C)c(=O)c2cc1OC)-c1cc2c(cc1C3=O)OCO2
    -3.7	-1.2
CNC[C@@H]1Oc2ccc(NC(=O)Nc3c(C)noc3C)cc2CC(=O)N([C@H](C)CO)C[C@H]1C
    -0.5	-0.2
N#C/C(=C\c1ccc(C#N)cc1)C(=O)N1CCCC1
    -1.2	-0.4
COc1ccc2c(c1)OC[C@H]1[C@H]2N2C(=O)c3cc(Cl)ccc3NC(=O)[C@@]2(C)[C@H]1c1ccccc1
    -9.3	-0.6
COc1ccc(CC(=O)N/N=C(\C)c2ccccn2)cc1
    -0.8	2.4
CCOc1ccc(Nc2nc3cc(S(=O)(=O)N(CC)CC)ccc3o2)cc1
    1.8	-1.9
CC(NC(=O)C1CCCN1S(=O)(=O)c1cccc2nsnc12)c1ccccc1 (stereo not drawn)
    0.7	-0.4
Cc1ccc(CN2CCSc3ccc(C(=O)N4CCOCC4)cc32)cc1
    0.0	0.4
CC(=O)c1ccc(NC(=O)Oc2ccccc2)cc1
    0.3	1.2
Cc1cccc(N2CCN(C(=O)CSCc3c(C)noc3C)CC2)c1C
    -4.1	-3.0
CCN(c1ccc(OCC(=O)OCC(=O)Nc2ccc(F)c(F)c2F)cc1)S(=O)(=O)c1ccccc1
    0.8	-0.1
FC(F)(F)c1cccc(NC(=S)N2CCCC2)c1
    1.0	-0.9
CCC/C=C(\CCC)C(NC(=O)Cc1ccccc1)c1ccc(C(=O)OC)cc1 (stereo not drawn)
    -2.7	0.2
O=C(Nc1ccccc1O)c1cc(S(=O)(=O)N2CCOCC2)ccc1Cl
    2.1	-1.0
COC(=O)c1sc2[nH]c(=S)n(N)c(=O)c2c1C
    1.5	0.8
Cc1ccc(OCC(=O)NNC(=S)NC(=O)C2CCCCC2)c(C)c1
    -1.2	0.2
O=C(Nc1cccc(F)c1)c1ccc(-c2ccccc2Cl)o1
    1.6	1.9
S=C(Cc1cccnc1)N1CCOCC1
    4.0	1.1
CCOCCCNC(=O)c1cc(-c2cccnc2)nc2ccc(S(=O)(=O)N3CCC(C)CC3)cc12
    -1.9	0.7
Cc1c[nH]c2ccccc12
    3.5	0.1
C#CCOCCOCCOCCNc1nc(N2CCN(C(=O)[C@H](CCCCN)n3cc([C@@H](N)CC(C)C)nn3)CC2)nc(N2CCN(C(=O)[C@H](CCCCN)n3cc([C@@H](N)CC(C)C)nn3)CC2)n1
    0.5	0.5
CCCCN1C(=O)C(O)=C(C(C)=O)C1c1ccccc1 (stereo not drawn)
    0.7	-0.6
O=C1C(Cl)=C(N2CCCCC2)C(=O)C(Cl)=C1c1cnc(N2CCCCC2)s1
    -0.7	0.5
CCOc1ccc(N/C=C/C(=O)c2ccc3ccccc3c2)c([N+](=O)[O-])c1
    4.0	1.0
CC1CCCCN1C(=O)c1cccc(NC2=C(Cl)C(=O)N(Cc3ccccc3)C2=O)c1 (stereo not drawn)
    -1.8	-0.2
CCOc1ccccc1CNC(=O)C1CCCN(c2ncnc3c2nc2n3CCCCC2)C1 (stereo not drawn)
    -0.2	-0.4
COC(=O)c1ccc(/C=N\NC(=O)c2c(C)nc3ccc(Cl)cn23)cc1
    4.1	0.9
O=C(CSC1=NC(=O)C(c2ccccc2)C(=O)N1)Nc1ccccc1Cl (stereo not drawn)
    -1.5	0.1
COc1ccc(CCNC(=S)Nc2cccc(C)c2)cc1
    -2.3	0.2
COc1ccc2c(c1)c(=O)oc1c(C)c(OCc3ccc(C(=O)O)cc3)ccc12
    -0.5	1.2
CC(C)CC1Nc2ccc(C(=O)NCc3ccc4c(c3)OCO4)cc2NC1=O (stereo not drawn)
    -1.8	0.2
Cc1ccc2c(c1)cc1c(=O)n(CC(=O)NCCN3CCCC3)nc(C)n12
    0.0	0.7
CC1CCN(CCCCOc2ccc(F)cc2)CC1
    -0.8	2.0
CCOC(=O)[C@@H]1[C@H]2COc3ccc(Br)cc3[C@H]2N2C(=O)N(c3ccc(F)cc3)C(=O)[C@@]12C
    1.6	2.6
COC(=O)CNc1nc(OC)nc(N(C)C)n1
    -0.3	0.7
CCn1c(C)nc2cc(C(=O)NNS(=O)(=O)c3ccc(C)c(C)c3)ccc21
    -0.6	-0.3

# An excerpt from above in order of the NR0B1 inh value, falling:
mol | NR0B1 inh
COc1ccc2c(c1)c(=O)oc1c(C)c(OCc3ccc(C(=O)O)cc3)ccc12 | 1.2
CCOc1ccc(N/C=C/C(=O)c2ccc3ccccc3c2)c([N+](=O)[O-])c1 | 1.0
COC(=O)CNc1nc(OC)nc(N(C)C)n1 | 0.7
COc1ccc(CCNC(=S)Nc2cccc(C)c2)cc1 | 0.2

# Single records, as listed above:
# CC1CCN(CCCCOc2ccc(F)cc2)CC1 across the screens: FXN GAA850 act = -0.8; NR0B1 inh = 2.0
# CC(C)CC1Nc2ccc(C(=O)NCc3ccc4c(c3)OCO4)cc2NC1=O (stereo not drawn) across the screens: FXN GAA850 act = -1.8; NR0B1 inh = 0.2

# More structures follow:
# Order of results – FXN GAA850 act	NR0B1 inh
c1coc(CN(Cc2ccco2)c2ncnc3c2oc2ccccc23)c1
    -0.3	-6.3
CCn1c(C)nc2cc(-c3nc4n(n3)Cc3ccccc3-4)ccc21
    -15.5	-6.6
CCN(CC)S(=O)(=O)c1cccc(NC(=O)COC(=O)CCC(=O)c2cccs2)c1
    -0.1	0.0
O=C1C(Cc2ccccc2)Nc2ncnc(N3CCc4ccccc4C3)c2N1Cc1ccc(Cl)cc1 (stereo not drawn)
    -1.1	-0.4
N#Cc1ccc(NC(=O)Cn2cnc(S(=O)(=O)N3CCOCC3)c2)cc1
    0.3	0.5
CCN(CC)c1ccc2cc(-c3nc4ccccc4[nH]3)c(=O)oc2c1
    -5.6	-2.0
COC(=O)CSc1nc(N)c2c3c(sc2n1)C(c1ccccc1)SC(c1ccccc1)C3 (stereo not drawn)
    2.8	-0.4
O=C(Cc1c(Cl)cccc1Cl)NC1=NCCS1
    -0.3	-0.3
CC(C)C[C@@H]1NC(=O)[C@H](C(C)C)NC(=O)c2cc([N+](=O)[O-])cc(I)c2OCC[C@@H](C(N)=O)NC1=O
    0.3	-0.5
COc1cc2[nH]c(=O)n(Cc3ccc(C(=O)N4CCC(N5CCCCC5)CC4)cc3)c(=O)c2cc1OC
    0.1	0.9
COC(=O)N1[C@H](Cc2ccccc2)C=C[C@]1(C)C(=O)NCc1ccccn1
    -0.8	1.4
CCCCC(CC)CN=C(N)NC(N)=NCCCCCCN=C(N)NC(N)=NCC(CC)CCCC (stereo not drawn)
    -10.3	-3.0
O=C(C1CCN(c2ccc(N3CCOCC3)nn2)CC1)N1CCN(c2ccc(F)cc2)CC1
    -2.0	-1.3
CN1/C(=C\C=Nc2ccc3ccccc3c2)C(C)(C)c2ccccc21
    0.5	-0.3
CC(=O)Oc1ccc2c(c1)O/C(=C\c1ccncc1)C2=O
    0.8	0.0

# Three structures out of the list, sorted by SMILES length, largest number first:
# Order of results – FXN GAA850 act	NR0B1 inh
COC(=O)N1[C@H](Cc2ccccc2)C=C[C@]1(C)C(=O)NCc1ccccn1
    -0.8	1.4
CCn1c(C)nc2cc(-c3nc4n(n3)Cc3ccccc3-4)ccc21
    -15.5	-6.6
O=C(Cc1c(Cl)cccc1Cl)NC1=NCCS1
    -0.3	-0.3

# New compounds follow:
# Order of results – FXN GAA850 act	NR0B1 inh
O=C(O)C1Nc2ccc(Br)cc2C2C=CCC12 (stereo not drawn)
    0.7	-0.4
Cc1cc2[nH]c(=O)c(=O)[nH]c2cc1S(=O)(=O)NCc1ccc(Cl)cc1
    -0.3	2.8
Cc1cccn2c(=O)c3cc(C(=O)NCc4ccco4)c(=N)n(CCOCCO)c3nc12
    3.0	-0.5
CC(=O)Nc1ccc(S(=O)(=O)Nc2cc(C)cn(Cc3ccccc3)c2=O)cc1
    3.0	2.6
O=C(N/N=C/c1ccncc1)c1cccs1
    4.6	3.1
Cc1ccc(-c2nc(CS(=O)CC(=O)NCc3ccc4c(c3)OCO4)c(C)o2)cc1 (stereo not drawn)
    -0.9	-1.2
CC[C@@H](C)[C@@H]1CN([C@@H](C)CN2CCC[C@H]2CN2C(N)=NC[C@@H]2Cc2ccccc2)C(=N)N1CCc1ccc(Cl)c(Cl)c1
    3.5	5.2*
CCOC(=O)c1c(Nc2ccccc2)sc(/C=C2\C=Nc3ccccc32)c1O
    2.8	-0.4
CCCNC(=O)CCn1nc(-c2ccccc2)c2ccccc2c1=O
    6.5	0.4
COc1cccc2cc(C(=O)CS(=O)(=O)c3ccc(C)cc3)c(=O)oc12
    1.3	1.2
CCOC(=O)C1C(C(=O)OC)=C(c2ccc(OC)cc2)c2ccc(OC)cc2N1S(=O)(=O)C(F)(F)F (stereo not drawn)
    0.0	-1.1
Cc1cccc(/N=C/c2c(O)ccc3oc4c(c23)CCCC4)n1
    0.9	0.0
CCN(CC)CCNc1nc(-c2ccccc2)nnc1C(F)(F)F
    -3.5	2.9
CCCc1[nH]nc2c1C(c1ccc(Br)s1)C(C#N)=C(N)O2 (stereo not drawn)
    3.3	-0.7
O=C(COc1ccc2ccccc2c1Br)N1CCCCC1
    6.0	2.6
Cc1cc(F)ccc1S(=O)(=O)Nc1ccccc1C(=O)Nc1ccccc1-c1nc2ccccc2[nH]1
    5.0	-1.8
C/C=C\C=C/C(=O)Nc1cccc(C2=NOC3(C2)C[C@@H](C(N)=O)N(C(=O)/C=C/C=C\C)C3)c1 (stereo partly drawn)
    0.5	0.1
Cn1cccc1C(=O)NC(=O)COC(=O)c1ccc(S(C)(=O)=O)c([N+](=O)[O-])c1
    7.1	0.2
CN1CCN(c2ccccc2NC(=O)c2ccc([N+](=O)[O-])o2)CC1
    4.3	-1.0
CCn1c2ccccc2c2nc3ccccc3nc21
    9.3*	-0.3
COc1ccc(C2=CC(c3ccc(C)cc3)n3nnnc3N2)cc1 (stereo not drawn)
    -1.7	2.7
C[C@@]12C(=O)Nc3ccc(Br)cc3C(=O)N1[C@H]1c3ccccc3OC[C@@H]1[C@@H]2c1ccccc1
    -12.2	1.3
CCOc1cc(/C=C2\C(=O)N(c3nc(-c4ccc(Br)cc4)cs3)N=C2c2ccccc2)ccc1O
    2.0	-1.1
O=C(CSc1nc2c(c(=O)n1-c1ccc(Br)cc1)SCC2)NCC1CCCO1 (stereo not drawn)
    -0.4	0.4
CC(C(=O)NCc1cccs1)N1C(=O)c2ccccc2C1=O (stereo not drawn)
    -2.3	1.0
COC(=O)/C(=C(/F)Sc1cc(C)c(O)c(C)c1)C(F)(F)F
    3.1	0.0
CCOC(=O)C1CCN(C(=O)C2CCN(C(=O)c3ccc([N+](=O)[O-])cc3)CC2)CC1
    0.2	-0.5

# Screens from PubChem.
